# Source: PubChem BioAssay (The Scripps Research Institute Molecular Screening Center)
# GSTO1 counter: inhibitors of recombinant GSTO1, primary screen, counter-screen for RBBP9 inhibitor project, biochemical, fluorescence polarization; Glutathione S-transferase omega-1 (Homo sapiens), P78417; activity-based probe fluorescence polarization; inhibition, % at 5.96 µM; 1.1% of 300,000 active;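 active means inhibition above the campaign mean inhibition plus 3 SD, cut at about 35% in these data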;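 further: 0% = GSTO1-1 with DMSO and 100% = wells lacking GSTO1-1 enzyme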
# PREPL inh: PREPL enzyme inhibitors, primary screen, biochemical, fluorescence polarization; inhibition, % at 5.96 µM; recombinant PREPL, fluorescence polarization activity-based probe; 0.68% of 320,000 active; AID 2751, 2010; in the data active means inhibition above about 43%;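 further: 0% = enzyme with DMSO and 100% = wells lacking enzyme; many of its hits are not listed in these tables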
# Target sequence (Q4J6C6 whole entry, looked up): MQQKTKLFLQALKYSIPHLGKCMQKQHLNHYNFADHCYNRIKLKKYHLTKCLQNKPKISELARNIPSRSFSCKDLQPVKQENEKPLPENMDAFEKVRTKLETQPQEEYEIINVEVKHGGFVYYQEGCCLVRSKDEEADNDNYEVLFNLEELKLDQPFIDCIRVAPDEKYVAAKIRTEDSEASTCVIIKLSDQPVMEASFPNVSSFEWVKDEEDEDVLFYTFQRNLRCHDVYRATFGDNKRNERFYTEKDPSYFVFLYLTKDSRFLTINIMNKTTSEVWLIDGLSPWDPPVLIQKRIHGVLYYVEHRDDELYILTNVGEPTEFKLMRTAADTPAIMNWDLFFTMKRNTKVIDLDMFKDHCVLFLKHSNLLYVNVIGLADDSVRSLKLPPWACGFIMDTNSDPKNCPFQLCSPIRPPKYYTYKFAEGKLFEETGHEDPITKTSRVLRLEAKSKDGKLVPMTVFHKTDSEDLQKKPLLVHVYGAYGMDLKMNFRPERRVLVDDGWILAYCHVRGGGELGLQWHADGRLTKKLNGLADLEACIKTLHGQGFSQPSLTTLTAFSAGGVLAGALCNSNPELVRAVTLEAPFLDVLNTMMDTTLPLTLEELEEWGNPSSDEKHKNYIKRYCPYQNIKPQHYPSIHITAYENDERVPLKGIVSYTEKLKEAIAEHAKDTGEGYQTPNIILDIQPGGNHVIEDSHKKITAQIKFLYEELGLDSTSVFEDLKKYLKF
# EBNA-1 inhibitor: EBNA-1 DNA-binding inhibitors, primary screen, biochemical, fluorescence polarization; inhibition, % at 14.8 µM; 0.34% of 300,000 active; in the data active means inhibition above about 28%
# PAFAH2 FP inh: PAFAH2 enzyme inhibitors, primary screen, biochemical, fluorescence polarization, human; Platelet-activating factor acetylhydrolase 2, cytoplasmic (Homo sapiens), Q99487; recombinant PAFAH2, FP-rhodamine activity probe; inhibition, % at 3.39 µM; 0.99% of 340,000 active;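 active means inhibition above the mean over all tested compounds plus 3 SD, cut at about 30% in these data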;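 further: inhibitors block probe labeling of enzyme so polarization drops; 0% = enzyme with DMSO and 100% = wells lacking PAFAH2 protein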
# LYPLA2 counter: LYPLA2 inhibitors, primary screen, counter-screen for PME1 inhibitor project, biochemical, fluorescence polarization, FP-Rh probe ABPP. recombinant LYPLA2. inhibition, % at 5.9 µM. 0.38% of 320,000 active. Acyl-protein thioesterase 2 (Homo sapiens), O95372. AID 2177, 2009;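 active means inhibition above the screen-wide mean plus 3 SD, limit set per campaign, cut at about 26% in these data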;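 further: 0% = LYPLA2 with DMSO and 100% = wells lacking LYPLA2 enzyme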
# PAFAH1B3 inh: PAFAH1B3 enzyme inhibitors, primary screen, biochemical, fluorescence polarization, human | Platelet-activating factor acetylhydrolase IB subunit alpha1 (Homo sapiens), Q15102 | recombinant PAFAH1B3, FP-rhodamine probe | inhibition, % at 3.39 µM | 0.28% of 340,000 active;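 active means inhibition above the screen-wide average of all tested compounds plus 3 SD, cut at about 25% in these data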;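 further: 0% = enzyme with DMSO only and 100% = wells lacking PAFAH1B3 protein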
# ZTA DNA inh: counter-screen for EBNA-1 inhibitors: inhibitors of Epstein-Barr virus ZTA. P03206. ZTA-DNA binding, fluorescence polarization. inhibition, % at 11 µM. 0.15% of 320,000 active; in the data active means inhibition above about 33%
# PAD4 FP inh: human PAD4 inhibitors, primary screen, biochemical, fluorescence polarization, 1536-well format | 0.41% of 330,000 active | Protein-arginine deiminase type-4 (Homo sapiens), Q9UM07 | recombinant PAD4, RCA probe fluorescence polarization | inhibition, % at 6.36 µM | AID 485272, 2010;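 active means percent inhibition above a cutoff equal to the mean of all tested compounds plus 3 SD, cut at about 15% in these data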;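 further: 0% = PAD4 with RCA probe and DMSO and 100% = probe without PAD4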
# LYPLA1 inh: LYPLA1 inhibitors, primary screen, counter-screen for PME1 inhibitor project, biochemical, fluorescence polarization, FP-Rh probe ABPP | Acyl-protein thioesterase 1 (Homo sapiens), O75608 | 0.16% of 320,000 active | recombinant LYPLA1 | inhibition, % at 5.9 µM;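 active means inhibition above the mean of all tested compounds plus 3 SD, set per campaign, cut at about 14% in these data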;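 further: inhibitors block serine hydrolase probe labeling of LYPLA1 so polarization falls; 0% = enzyme with DMSO and 100% = wells lacking LYPLA1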
# Target sequence (O75608 whole entry, looked up): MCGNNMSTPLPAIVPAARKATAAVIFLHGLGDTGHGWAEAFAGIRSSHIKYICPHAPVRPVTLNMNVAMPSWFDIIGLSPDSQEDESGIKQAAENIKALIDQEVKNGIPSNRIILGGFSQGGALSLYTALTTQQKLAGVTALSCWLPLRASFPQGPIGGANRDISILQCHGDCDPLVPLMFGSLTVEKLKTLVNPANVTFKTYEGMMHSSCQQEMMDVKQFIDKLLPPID
# An asterisk follows results filed as active; x = not tested or not shown. The list is partial; the hit share may differ from the screen's.
# A first look:
SMILES,GSTO1 counter,PREPL inh,EBNA-1 inhibitor,PAFAH2 FP inh,LYPLA2 counter,PAFAH1B3 inh,ZTA DNA inh,PAD4 FP inh,LYPLA1 inh
COc1ccc(-c2noc(-c3ccc(Br)o3)n2)cc1,-3,10,6,-3,-5,0,4,1,-3
CC1=C(C(=O)Nc2ccccn2)C(c2ccccc2)n2ncnc2N1 (configuration not stated),2,0,3,2,4,-2,-7,3,-1
COC/C=C/C1=CC2=CC(=O)C(C)(OC(=O)c3ccco3)C(=O)C2=CO1 (configuration not stated),36*,14,13,x,-3,x,29,24*,10
COCCN1CC(C(=O)N2CCC(Oc3ccccc3OC)CC2)CCC1=O (configuration not stated),3,-1,10,0,-1,10,-2,4,-2
O=C(CN1CCC(NC(=O)c2ccc(Br)cc2)CC1)NCc1cccs1,2,-4,0,3,0,-4,-7,-7,1
O=C(Nc1cc(S(=O)(=O)Nc2ccccc2Cl)ccc1O)c1cc2c(s1)CCCC2,-2,-7,2,12,-9,-12,1,-3,-4
CCOc1ccc(C(=O)N2CCN(c3cnn(-c4ccccc4)c(=O)c3Cl)CC2)cc1,2,11,-2,-1,5,6,3,-2,2

# Results, previewed entries included:
SMILES,GSTO1 counter,PREPL inh,EBNA-1 inhibitor,PAFAH2 FP inh,LYPLA2 counter,PAFAH1B3 inh,ZTA DNA inh,PAD4 FP inh,LYPLA1 inh
COc1ccc(-c2noc(-c3ccc(Br)o3)n2)cc1,-3,10,6,-3,-5,0,4,1,-3
CC1=C(C(=O)Nc2ccccn2)C(c2ccccc2)n2ncnc2N1 (configuration not stated),2,0,3,2,4,-2,-7,3,-1
COC/C=C/C1=CC2=CC(=O)C(C)(OC(=O)c3ccco3)C(=O)C2=CO1 (configuration not stated),36*,14,13,x,-3,x,29,24*,10
COCCN1CC(C(=O)N2CCC(Oc3ccccc3OC)CC2)CCC1=O (configuration not stated),3,-1,10,0,-1,10,-2,4,-2
O=C(CN1CCC(NC(=O)c2ccc(Br)cc2)CC1)NCc1cccs1,2,-4,0,3,0,-4,-7,-7,1
O=C(Nc1cc(S(=O)(=O)Nc2ccccc2Cl)ccc1O)c1cc2c(s1)CCCC2,-2,-7,2,12,-9,-12,1,-3,-4
CCOc1ccc(C(=O)N2CCN(c3cnn(-c4ccccc4)c(=O)c3Cl)CC2)cc1,2,11,-2,-1,5,6,3,-2,2
Cn1c(=O)c(NCCc2ccccc2)c2c3c(cccc31)C(=O)c1ccccc1-2,156*,163*,5,168*,174*,165*,12,151*,148*
Cc1ccc(-c2nc(-c3ccccn3)no2)cc1[N+](=O)[O-],-10,6,-15,-3,4,-4,4,-5,-1
O=C(CN1C(=O)COc2ccccc21)N1CCCc2ccccc21,4,6,-1,4,4,4,8,0,3
COC(=O)c1ccc(CON2C(=O)c3ccccc3C2=O)cc1,4,-6,4,-4,13,11,-4,3,3
COCCNC(=O)c1cc(-c2ccccc2C)nn1CC1CC(c2cccnc2)=NO1 (configuration not stated),x,1,x,0,x,2,x,-2,x
Oc1ccc2ccccc2c1CNc1ccccn1,-3,-27,5,-1,9,0,-10,0,3
O=C(CN1C(=O)c2ccc([N+](=O)[O-])cc2C1=O)NC1CCS(=O)(=O)C1 (configuration not stated),-1,-3,1,5,2,3,8,-3,2
Oc1ccccc1-c1nc(NC2CCCC2)c2ccccc2n1,-10,-1,-14,-9,-14,-4,-5,-5,-4
O=C(/C=C/c1cccs1)Nc1cccc(NC(=O)/C=C/c2cccs2)n1,-42,3,2,-79,-75,-82,0,-11,-53
CC(Sc1c[nH]c2ccccc12)C(=O)O (configuration not stated),-2,-8,4,0,6,7,8,-2,1
CSc1nnc(-c2sccc2OCc2ccccc2)n1C,-3,-5,4,-2,-3,2,-7,5,3
COc1ccc(-c2nn(C)c(=O)[nH]2)cc1,-2,0,1,2,5,-2,-3,-2,-2
CCCC1Cc2c(sc3nc(SC)nc(N)c23)CO1 (configuration not stated),1,4,-6,-2,-8,1,11,-4,-3
NC(=O)NC(=O)CSc1nc2cc([N+](=O)[O-])ccc2n1-c1cccc(C(F)(F)F)c1,-23,9,-1,0,-8,-4,-1,-1,-3
CCCn1c(SCCN2C(=O)c3ccccc3C2=O)n[nH]c1=O,0,6,-9,2,-3,8,0,0,-1
CC(C)(C)NC(=O)Cn1c(=O)oc2ccc(Cl)cc21,-5,2,-4,-5,6,7,-1,-10,2
CCCCN(CC)Cc1ccc(CNC(=O)Nc2ccccc2)o1,3,1,9,6,6,6,12,-2,-1
CCN(CC)Cc1ccccn1,3,-10,9,-3,4,1,10,-2,0
COc1ccc(S(=O)(=O)N2CCC(NC(=O)Nc3ccc(C)cc3)CC2)cc1,3,-1,-13,1,-4,1,-22,-3,-3
CCOc1cc(C(C(=O)NCC2CCCO2)N(C(=O)Cn2nnc3ccccc32)c2ccc(NC(C)=O)cc2)ccc1O (configuration not stated),9,-3,5,2,-2,6,-2,-1,2
C/C(=N\OCc1ccccc1C#N)c1cc2ccccc2o1,4,-6,-1,-7,-2,7,-3,-1,-3
Cc1cc(NCCCn2ccnc2)n2nc(-c3ccc(Cl)cc3)cc2n1,-11,-17,7,-7,-4,-1,-17,3,-1
CCCCN(CCCC)C(=O)c1cn(CC)c2cc(N3CCN(C)CC3)c(F)cc2c1=O,6,4,-4,-2,-1,5,10,0,-2
COc1ccc(S(=O)(=O)NCCCN2CCOCC2)cc1F,4,2,11,4,2,-7,14,-5,-3
Cc1ccc(OCc2cc(C(=O)N3CCC(C(O)C(C)C)CC3)no2)cc1C (configuration not stated),1,21,-5,5,3,6,-3,-3,2
CCN(CC)S(=O)(=O)c1ccc(C(=O)OCC(=O)N2CCOCC2)cc1,0,10,2,-19,3,7,1,0,1
Cc1cccc(CN2CCSCC2)c1,5,8,-7,0,4,6,-7,-4,2
COc1ccc(CCNC(=O)c2nn(C)c3c2CS(=O)(=O)c2ccccc2-3)c(OC)c1,-7,7,7,-6,2,6,-4,-2,-4
CC(=O)Cn1ncc(N2CCOCC2)c(Cl)c1=O,3,3,9,7,4,-2,-3,-1,-2
CCCNC(=O)Cn1c(=O)/c(=C\c2ccc(-c3ccc([N+](=O)[O-])cc3)o2)s/c1=C\C(=O)C(C)(C)C,3,40,6,-123,-7,-116,-18,-6,-6
O=C(O)CCC1(C(=O)O)OCCc2ccccc21 (configuration not stated),6,0,-6,0,7,5,-6,5,0
Cc1cccc(OC(C)C(=O)Nc2cc(S(=O)(=O)N3CCCCC3)ccc2C)c1 (configuration not stated),x,4,x,-4,-2,9,0,-2,2
CCCN1C(=O)/C(=C/c2cc(C)n(C)c2C)SC1=Nc1ccc(OCC)cc1,-2,13,3,5,25,3,1,5,6
Cc1ncc([N+](=O)[O-])n1CCOC(=O)c1cc(Cl)cc(Cl)c1N,10,25,5,12,6,6,1,-5,-4
CCOC(=O)c1c(NS(=O)(=O)c2cccc(OC)c2)sc2c1CCC2,17,12,11,5,6,3,-1,-2,1
CCOC(=O)Cc1csc(NC(=O)CCC(=O)O)n1,-12,9,2,x,4,x,11,3,1
Cc1ccc(S(=O)(=O)N2CCOCC2)cc1C(=O)N1CCN(S(=O)(=O)c2cccc(F)c2)CC1,x,17,x,2,-3,2,7,-4,1
Cc1ccc(CCNC(=O)C2CCCN(c3ncnc4c3nc3n4CCCCC3)C2)cc1 (configuration not stated),10,16,6,-3,9,5,-14,2,2

# A second format for some results above.
# Values run as follows: GSTO1 counter | PREPL inh | EBNA-1 inhibitor | PAFAH2 FP inh | LYPLA2 counter | PAFAH1B3 inh | ZTA DNA inh | PAD4 FP inh | LYPLA1 inh
> COc1ccc(S(=O)(=O)N2CCC(NC(=O)Nc3ccc(C)cc3)CC2)cc1
→ 3 | -1 | -13 | 1 | -4 | 1 | -22 | -3 | -3
> CCOc1cc(C(C(=O)NCC2CCCO2)N(C(=O)Cn2nnc3ccccc32)c2ccc(NC(C)=O)cc2)ccc1O (configuration not stated)
→ 9 | -3 | 5 | 2 | -2 | 6 | -2 | -1 | 2

# Following part
SMILES,GSTO1 counter,PREPL inh,EBNA-1 inhibitor,PAFAH2 FP inh,LYPLA2 counter,PAFAH1B3 inh,ZTA DNA inh,PAD4 FP inh,LYPLA1 inh
Cc1ccc(C(=O)Nc2ccccc2C(=O)NCc2ccco2)cc1,x,14,x,5,x,7,x,-9,x
C#Cc1cccc(NC(=O)c2ccc(Cl)cc2Cl)c1,-5,-7,-1,-5,-2,15,5,-2,-7
COc1ccc(OC)c(C(=O)NC(CC(N)=O)c2ccc(NCCN3CCOCC3)c([N+](=O)[O-])c2)c1 (configuration not stated),-1,2,-5,0,0,-4,12,-5,0
CC(=O)c1sc(NC(=O)C2COc3ccccc3O2)nc1C (configuration not stated),-5,1,12,-2,0,5,3,-1,-2
COc1ccc(-c2noc(CCC(=O)NC3CCCCC3)n2)cc1OC,1,16,-6,-10,-1,8,9,-7,0
CCc1ccc(S(=O)(=O)Nc2cccc(C3OCCCO3)c2)cc1,0,-9,-6,x,-3,x,12,1,-3
O=C(CN1CCc2ccccc2C1)Nc1cc(S(=O)(=O)N2CCOCC2)ccc1N1CCCC1,-1,14,-6,1,1,-5,-18,-3,2
NC(=O)CC1NC(=O)c2cc([N+](=O)[O-])cc(I)c2OCCC(C(N)=O)NC(=O)[C@@H]2CCCN2C1=O (some centres not stated),-4,8,0,x,-2,x,-4,-4,0
O=[N+]([O-])c1cc(-c2cnc3ccccc3n2)ccc1Cl,15,-1,-5,-3,0,0,-12,3,5
COC(=O)C1(c2ccccc2)NC(c2ccc(O)cc2)C2C(=O)N(c3ccc4c(c3)OCO4)C(=O)C21 (configuration not stated),-5,10,-16,-8,2,6,2,-4,2
NS(=O)(=O)c1ccc(NC(=S)N2CCN(Cc3ccc4c(c3)OCO4)CC2)cc1,8,3,-6,7,-7,6,12,0,1
Cc1cccc2c1ncc1c(=O)n(-c3ccccc3)[nH]c12,1,4,5,3,3,9,8,0,-2
Cc1ccsc1C(=O)N(C)CC(=O)N(CC(C)C)c1c(N)n(CC(C)C)c(=O)[nH]c1=O,-5,8,-11,3,0,3,4,-2,0
Cc1ccc(Cl)c2c1NC(=O)C2=O,x,-4,x,8,x,-1,x,-2,x
O=C(Cn1cc(S(=O)(=O)Cc2ccccc2)c2ccccc21)Nc1ccccc1,2,-8,4,7,4,-5,-7,-4,-4

# Quoted from the listing:
# ZTA DNA inh result of O=C(Cn1cc(S(=O)(=O)Cc2ccccc2)c2ccccc21)Nc1ccccc1 is entered as -7
# EBNA-1 inhibitor result of Cc1ccsc1C(=O)N(C)CC(=O)N(CC(C)C)c1c(N)n(CC(C)C)c(=O)[nH]c1=O is entered as -11
# GSTO1 counter result of NS(=O)(=O)c1ccc(NC(=S)N2CCN(Cc3ccc4c(c3)OCO4)CC2)cc1 is entered as 8
